Yp Topo-I inh – inhibitors of Yersinia pestis topoisomerase I | activity, % at 10 µM | Y. pestis Topo-I cleavage product accumulation, plate reader | actives 0.064% (n = 360,000); in the data active means activity above about 50%, passing the limit was not always enough; further: inactives centre near 2
Rv3671c inh – inhibits the M. tuberculosis serine protease Rv3671c; actives 0.048% (n = 320,000); inhibition, % at 5.96 µM; P9WHR9; AID 2606; in the data active means inhibition above about 38%;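 further: extracellular domain of Rv3671c used as enzyme; 0% = enzyme with DMSO and 100% = no enzyme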
Target sequence (P9WHR9 whole entry, looked up, the tested form may be a part): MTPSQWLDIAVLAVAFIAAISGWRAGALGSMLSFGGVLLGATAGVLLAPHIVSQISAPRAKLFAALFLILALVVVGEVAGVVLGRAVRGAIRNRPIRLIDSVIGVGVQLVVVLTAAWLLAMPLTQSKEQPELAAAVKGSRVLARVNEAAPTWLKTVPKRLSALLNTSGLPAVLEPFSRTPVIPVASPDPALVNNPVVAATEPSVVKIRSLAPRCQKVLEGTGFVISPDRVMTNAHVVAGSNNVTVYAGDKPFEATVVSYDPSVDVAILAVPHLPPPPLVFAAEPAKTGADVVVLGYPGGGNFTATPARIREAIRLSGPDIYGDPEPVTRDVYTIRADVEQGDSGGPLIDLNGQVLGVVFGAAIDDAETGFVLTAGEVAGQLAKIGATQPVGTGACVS
CCHFV vOTU inh – CCHFV vOTU protease inhibition. Pep-AMC fluorescence. inhibition, % at 11.5 µM. actives 0.55% (n = 370,000); in the data active means inhibition above about 30%; further: 0% = vehicle wells with enzyme and 100% = no enzyme wells
PriA SSB inh – blocks PriA binding to SSB C-terminal tail; inhibition, % at 33 µM; AID 1272365; AlphaScreen SSBct-PriA binding, biotinylated peptide; actives 0.6% (n = 430,000); in the data active means inhibition mostly above about 37%, no sharp cut-off; inactive means mostly below about 20%;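 further: plate controls were negative control peptide for no effect and reference peptide for full effect; strong numbers were not always called active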
3CLpro inhibitor – SARS-CoV 3CLpro protease inhibition; actives 0.14% (n = 290,000); inhibition, % at 6 µM; recombinant SARS-CoV 3CLpro, quenched FRET peptide cleavage; P0C6X7; in the data active means inhibition above about 12%
TcdB GH inh – TcdB glycohydrolase inhibition; inhibition, % at 9.99 µM; TcdB glycohydrolase enzymatic assay, plate reader; actives 0.24% (n = 350,000); P18177; in the data active means inhibition above about 10%
PrPC TRFRET – reduces human prion protein on the cell surface; cell surface PrPC, TR-FRET read-out; AID 720596; actives 0.43% (n = 370,000); inhibition, % at 13.8 µM; P04156; in the data active means inhibition above about 24%; further: 0% = median of the test wells and 100% = reference compound wells
MazF activator – increases E. coli MazEF RNase cleavage of RNA | P0AE70 | FAM/BHQ RNA-DNA oligo cleavage fluorescence, 5 h | activation, % at 20 µM | actives 0.32% (n = 350,000); in the data active means activation above about 50%
Target sequence (P0AE70 whole entry, looked up): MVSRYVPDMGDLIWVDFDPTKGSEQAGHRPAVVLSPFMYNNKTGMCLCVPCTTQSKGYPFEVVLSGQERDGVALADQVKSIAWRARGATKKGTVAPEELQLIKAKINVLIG
VHR inh abs – DUSP3 (human) phosphatase inhibition; actives 0.52% (n = 290,000); inhibition, % at 13.3 µM; P51452; recombinant VHR phosphatase, pNPP absorbance; in the data active means inhibition above about 50%; further: some compounds called inactive have numbers as strong as hits
Target sequence (P51452 whole entry, looked up): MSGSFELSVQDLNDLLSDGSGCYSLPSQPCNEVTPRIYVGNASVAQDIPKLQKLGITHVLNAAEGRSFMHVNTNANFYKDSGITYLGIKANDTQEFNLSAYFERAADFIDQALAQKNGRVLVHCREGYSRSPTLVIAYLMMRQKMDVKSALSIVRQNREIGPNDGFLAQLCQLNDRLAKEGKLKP
Vc quorum ag – quorum light induction in luxS cqsA deficient V. cholerae; V. cholerae BH1578 lux reporter, luminescence, 6 h; activation, % at 18.7 µM; actives 0.16% (n = 350,000); AID 588436; in the data active means activation mostly above about 9.7%, no sharp cut-off; further: not every result past the cut was called active; inactives centre near 0; reference of the scale not given here
Active calls of the source: *; i = inactive; nt = no result given; & = joins results of further samples; ! = not active in a repeat.

SMILES	Yp Topo-I inh	Rv3671c inh	CCHFV vOTU inh	PriA SSB inh	3CLpro inhibitor	TcdB GH inh	PrPC TRFRET	MazF activator	VHR inh abs	Vc quorum ag
Nc1c(Cl)cc(C2=NCCn3c2c2ccc([N+](=O)[O-])cc2[n+]3[O-])cc1Cl	-2	-5	5	19	nt	1.4	-17	-3	nt	0.6
Cc1ccc(-n2[nH]c(C)c(CCC#N)c2=O)cc1	1	3	nt	-13	1	nt	nt	-2	18	i
COc1ccc(OC)c(NC(=O)c2cccc(Cn3cc(Br)c([N+](=O)[O-])n3)c2)c1	23	-16	-11	7	0	nt	9	3	3	1.1
O=C(NNC(=O)c1cccnc1SCc1cccc([N+](=O)[O-])c1)c1cccnc1	1	-1	-16	11	5	nt	-14	9	4	-3.7
COCC(C)NS(=O)(=O)c1ccc(NC(=O)C(Cc2ccccc2)NC(N)=O)cc1 (stereo unspecified)	8	6	-12	-5	0	nt	-5	5	-2	-1.6
Cc1cccn2c(=O)nc(SCC(=O)NCc3ccc4c(c3)OCO4)nc12	-9	-1	14	2&-10&8	nt	2.2	3	0	nt	-0.1
COc1cccc(OC)c1OC(=O)c1cnccn1	3	7	3	-14	2	0.4	-3	5	17	-0.5
CCOCc1nnc(NC(C)=O)s1	4	3	-2	1	1	nt	3	2	24	1.1
CCc1ccc(C(=O)OCC(=O)NCCNC(=O)COC(=O)c2ccc(CC)cc2)cc1	8	-10	0	-14	2	0.9	-4	-11	1	-0.2
CN(C)c1ccc2c(=O)[nH][nH]c(=O)c2c1	1	0	0	-1	1	1.3	-3	-1	-5	i
O=C(O)C1CCCCC1C(=O)Nc1ccc(F)c(F)c1 (stereo unspecified)	-1	9	-4	-2	5	0.6	4	5	-7	-0.2
O=C(Nc1nnc([C@H]2C[C@H](O)[C@@H](CO)O2)s1)Nc1ccccc1Oc1ccccc1	-1	nt	6	nt	nt	0.7	3	nt	nt	i
Cc1ccoc1C(=O)NCCNc1ccc(Cl)cc1[N+](=O)[O-]	3	-3	1	23	0	nt	-20	10	-6	-0.2
CC(/C=N/NC(=O)c1ccco1)=C\c1ccccc1	4	-1	25	nt	-3	1.7	0	-8	4	-0.4
Cc1ccc(C)n1-c1cc([N+](=O)[O-])ccc1-n1ccnc1	-4	7	-1	-9	-5	1.0	-7	2	27	-0.5
Cc1cc(NC(=O)CSc2nnc(Cn3c(=O)sc4ccccc43)n2-c2ccccc2C)no1	14	8	4	1	6	0.2	4	8	14	i
COc1ccc(Br)c(C(=O)OCC(=O)NC2CCCCCCC2)c1	14	nt	11	nt	nt	0.8	2	0	nt	-3.7
O=C(C1=C(O)C(=O)N(CCN2CCOCC2)C1c1ccc([N+](=O)[O-])cc1)c1cccs1 (stereo unspecified)	-2	-1	nt	9	1	nt	nt	-12	9	i
CCOC(=O)CCCCC(=O)c1[nH]c(=O)[nH]c1CN1CCOCC1	0	6	-13	-5	-2	2.0	-1	-7	-11	0.8
CC(C)(C)c1ccc(C(=O)NCC(=O)OCC(=O)Nc2ccc3c(c2)OCCO3)cc1	26	12	1	-4	-1	1.5	1	-5	0	-0.3
COc1ccc(CCNC(=S)N(C)C)cc1OC	-2	4	1	-2	1	-1.1	-5	2	1	i
COc1ccc(-c2sc3ccccc3c2C#CC2(O)CCCCC2)cc1	5	-54	1	-42	5	0.5	5	4	13	i
C[C@H]1[C@H](C)CC[C@]2(C(=O)O)CC[C@]3(C)C(=CC[C@@H]4[C@@]5(C)C[C@@H](O)[C@H](O)C(C)(C)[C@@H]5CC[C@]43C)[C@H]12	-6	-3	nt	-7	1	nt	nt	-12	-15	-1.0
COc1cccc(/C=N/NC(=O)c2ccc3nc[nH]c3c2)c1O	-7	-29	14	nt	-9	-2.6	-3	-5	5	-0.5
C=CCN1C(=O)CSc2ccc(C(=O)N3CCC4(CC3)OCCO4)cc21	12	-1	3	-12	-2	nt	2	4	13	0.5
O=C(Nc1cccc(Cl)c1)c1ccc(NCC2CCCO2)c([N+](=O)[O-])c1 (stereo unspecified)	0	-16	0	1	1	0.8	-2	67*	5	i
CCOc1ccc(-c2nnc3ccc(SCc4ccc(C(=O)OC)o4)nn23)cc1	12	-6	-2	-22	3	nt	-9	-3	-11	-0.2
O=C(NC1CCCCC1)N1CCC(n2c(=O)[nH]c3ccccc32)CC1	3	-2	-2	-11	nt	0.5	-7	-11	0	-0.2
O=C(CCCCCCC(=O)NCc1ccccc1)NCc1ccccc1	-8	2	3	0	4	-0.7	6	-31	-16	-0.8
Cc1cc(-c2nnc(SCC(=O)NC3CC3)n2C(C)C)cs1	2	-2	0	2	-4	1.2	7	7	24	i
O=C1NC(=S)NC1(c1ccccc1)c1ccccc1	-1	nt	7	-1	nt	6.2	4	5	nt	-3.8
COc1ccc(CCNC(=O)C2=CCN(S(=O)(=O)c3ccc(F)cc3)CC2)cc1OC	-6	-4	2	-10	-2	1.3	-3	5	0	-7.1
COc1ccc(C(=O)OCC(=O)Nc2ccc(N3CCOCC3)cc2)cc1OC	-3	-10	-10	-8	nt	0.1	1	8	nt	i
CCOC(=O)N1CCN(C(=O)c2cccn3c(=O)c4cc(Cl)ccc4nc23)CC1	9	1	-16	0	6	nt	-5	-5	27	i
O=C1c2ccccc2-c2c1c1ccccc1c(=O)n2-c1ccccc1	-6	nt	-2	1	nt	0.3	-7	8	nt	-1.9
Cc1cccc2c(=O)c(C(=O)NCCc3ccccc3)c[nH]c12	-16	-14	-5	-14	0	0.6	19	0	-10	-1.3
CCn1c(NC(=O)c2ccc(COc3ccc(C)cc3[N+](=O)[O-])o2)nc2ccccc21	0	7	14	-2	2	nt	1	0	24	-0.2
CCc1ccc(C(=O)c2ccccc2C(=O)O)s1	3	-1	1	-14	1	nt	-10	-4	30	0.6
Cc1ccc2nc(COc3ccc(Cl)cc3)cc(=O)n2c1	-2	2	0	-4	-2	1.2	9	14	27	-0.2
CC(=O)c1ccc(S(=O)(=O)N(C)CC(=O)NCC2CCCCC2)cc1	-1	-8	-5	-12	1	0.9	3	1	11	-4.8
Cc1cc(C)cc(-n2ccnc2SCC(=O)Nc2ccc3c(c2)OCCO3)c1	23	3	13	45*!	1	nt	9	-9	-5	-0.6
CCN(CC)S(=O)(=O)c1cc(NC(=O)c2cc([N+](=O)[O-])ccc2N2CCOCC2)ccc1C	14	-13	-1	14	-1	1.3	-13	-4	12	-0.1
O=C(NCCCN1CCOCC1)c1cc(-c2ccc(F)cc2)on1	0	1	6	-9	-4	nt	5	6	4	-0.2
CSc1nccc(NC(=O)c2cccc(Br)c2)n1	8	-7	20	-11	8	0.4	17	6	16	0.6
COC(=O)C1=C(c2ccc(F)cc2F)C[C@@H]2CC[C@H]1N2C(=O)NCCO	-1	3	-1	-16	nt	0.6	-1	5	nt	-0.4
CCCOc1ccc(-c2nnc(-c3ccncc3)o2)cc1	0	-11	-2	3	3	nt	0	-5	9	i
O=c1[nH]c(=O)n(-c2ccccc2)c(O)c1C=NC12CN3CN(CN(C3)C1)C2	nt	3	3	nt	3	1.4	0	nt	10	nt
CC(CC(=O)N(C)C1CCCCC1)S(=O)(=O)c1ccc2c(c1)NC(=O)CO2 (stereo unspecified)	-1	6	1	-10	2	0.8	2	4	14	i
O=C(NCC1CC1)c1ccc2c3n(nc2c1)-c1ccccc1CO3	19	4	-12	1	nt	1.3	-24	6	-8	-0.3
CC(C)Oc1ccc(C(=O)NCCCNC(=O)c2cccnc2)cc1	-6	4	14	-13	1	1.5	-5	7	19	-0.3
O=S(=O)(Nc1cccnc1)c1cccc(C(F)(F)F)c1	-6	-8	2	17&-15	1	nt	4	4	-4	i
Cn1c(SC/C=C/c2ccccc2)nnc1-c1ccco1	4	-1	4	5	2	nt	3	0	18	-0.9
Cc1ccc(CNC(=O)C23CN(Cc4ccccc4)CC2C(c2ccc([N+](=O)[O-])cc2)=NO3)o1 (stereo unspecified)	-5	1	3	14	-4	-0.4	-11	-10	6	i
O=C1OCCC1Sc1nc2cc(Cl)ccc2n1Cc1ccccc1 (stereo unspecified)	39	-6	-1	-13	1	nt	8	7	19	i
CCN(CC)CP(=O)(c1ccccc1)c1ccccc1	-2	2	2	-3	-10	nt	7	4	-7	i
N#Cc1ccc(C23OCCN2CCn2c3c3ccccc3[n+]2[O-])cc1 (stereo unspecified)	-5	4	0	-9	nt	-9.7	-6	-6	nt	11
COc1ccc(Cl)cc1S(=O)(=O)N(C)CC(=O)N1CCCC1	-16	6	13	-15	-2	-0.3	3	-1	17	-0.9
COc1ccccc1OCc1ccc(C(=O)Nc2ccccc2)cc1	15	5	5	-11	nt	-1.5	2	3	nt	i
CC(=O)NC(Cc1ccc(C)cc1)C(=O)NC1CCN(S(=O)(=O)c2ccccc2)CC1 (stereo unspecified)	4	-10	-5	-6	-2	-0.1	7	2	-11	i
O=C(Nc1ccc(OC(F)(F)F)cc1)c1ccccc1-n1cnnn1	4	4	4	6	nt	0.3	8	-3	nt	i

Taken from the listing, two compounds:
SMILES	Yp Topo-I inh	Rv3671c inh	CCHFV vOTU inh	PriA SSB inh	3CLpro inhibitor	TcdB GH inh	PrPC TRFRET	MazF activator	VHR inh abs	Vc quorum ag
Cc1cc(C)cc(-n2ccnc2SCC(=O)Nc2ccc3c(c2)OCCO3)c1	23	3	13	45*!	1	nt	9	-9	-5	-0.6
CCN(CC)S(=O)(=O)c1cc(NC(=O)c2cc([N+](=O)[O-])ccc2N2CCOCC2)ccc1C	14	-13	-1	14	-1	1.3	-13	-4	12	-0.1

Profiles, quoted from the list. Screens in order: Yp Topo-I inh | Rv3671c inh | CCHFV vOTU inh | PriA SSB inh | 3CLpro inhibitor | TcdB GH inh | PrPC TRFRET | MazF activator | VHR inh abs | Vc quorum ag
COc1cccc(/C=N/NC(=O)c2ccc3nc[nH]c3c2)c1O is entered as -7 | -29 | 14 | nt | -9 | -2.6 | -3 | -5 | 5 | -0.5
COc1ccc(CCNC(=O)C2=CCN(S(=O)(=O)c3ccc(F)cc3)CC2)cc1OC is entered as -6 | -4 | 2 | -10 | -2 | 1.3 | -3 | 5 | 0 | -7.1
Cc1ccoc1C(=O)NCCNc1ccc(Cl)cc1[N+](=O)[O-] is entered as 3 | -3 | 1 | 23 | 0 | nt | -20 | 10 | -6 | -0.2

The listing continues.
SMILES	Yp Topo-I inh	Rv3671c inh	CCHFV vOTU inh	PriA SSB inh	3CLpro inhibitor	TcdB GH inh	PrPC TRFRET	MazF activator	VHR inh abs	Vc quorum ag
CC1(c2ccccc2Br)NC(=O)N(CC(=O)NC2CCCCC2)C1=O (stereo unspecified)	1	-2	-1	-13	nt	0.8	1	7	nt	i
COC(=O)C1=C(C)N(Cc2ccc3c(c2)OCO3)C(=O)C1	-2	-11	-1	5	1	1.1	9	-16	22	i
Cc1cccc(NC(=O)C2C3CCCCC32)c1 (stereo unspecified)	12	nt	7	-19	0	0.3	7	6	34	-1.2
Cc1cccc(NS(=O)(=O)c2ccc(C(=O)NCC(C)(C)N3CCOCC3)cc2)c1C	-4	-9	2	-9	-9	1.2	-10	-4	18	-14
Cc1ccc(C2=NNC(c3ccc(Cl)cc3)=Nc3ccccc32)o1	0	-4	3	27	7	nt	6	1	11	-3.8
Cc1ccc(-c2nn(-c3ccccc3)cc2/C=C/C(=O)OCC(=O)NC2CC2)o1	25	-42	-1	2	-3	2.1	8	-1	6	i
Cc1onc(-c2ccccc2)c1-c1nnc(-c2ccccc2C(F)(F)F)o1	16	0	3	-10	3	-0.2	-3	3	6	-0.5
CCCCCCCCCCS(=O)(=O)N/N=C/c1ccc(O)cc1	22	-19	19	nt	6	nt	9	-11	34	-0.3
CC(C)(C)C(=O)Cn1nnc(-c2ccc(C(F)(F)F)cc2)n1	-4	4	-9	-7	4	4.4	6	1	27	-0.6
Cn1cc(/C=C2\SC(=S)N(NC(=O)c3ccccc3)C2=O)c2ccccc21	-6	-31	9	-1	-4	0.5	-6	-381	47	-0.3
CC1Cc2ccccc2N1C(=O)c1ccc(F)c(S(=O)(=O)N2CCOCC2)c1 (stereo unspecified)	2	1	-8	-14	nt	0.5	8	10	nt	-1.7
CC(C)c1ccc(C(O)c2cnc(C(C)C)n2C)cc1 (stereo unspecified)	2	16	4	-7	-5	1.7	-3	10	2	-0.4
CCC(Oc1cc(Cl)ccc1Cl)C(=O)N1CCC2(CC1)OCCO2 (stereo unspecified)	5	8	-8	2	0	2.4	3	3	-3	-3.6
C[C@@H]1CN(S(=O)(=O)C(C)(C)C)[C@@H](CCO)/C1=C\c1ccccc1	1	nt	-1	-19	nt	0.8	-2	-2	nt	i

Only part of the results is shown; the hit share may differ from the screen's.
